Assay outcomes: PubChem BioAssay, several laboratories
PREPL inh = inhibitors of human prolyl oligopeptidase-like enzyme PREPL; inhibition, % at 5.96 µM; 0.68% of 320,000 active; AID 2751; recombinant PREPL, fluorescence polarization activity-based probe; Q4J6C6; in the data active = inhibition above about 43%;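 also: 0% = enzyme with DMSO and 100% = wells lacking enzyme; many of its hits are not listed in these tables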
Target sequence (Q4J6C6 whole entry, looked up): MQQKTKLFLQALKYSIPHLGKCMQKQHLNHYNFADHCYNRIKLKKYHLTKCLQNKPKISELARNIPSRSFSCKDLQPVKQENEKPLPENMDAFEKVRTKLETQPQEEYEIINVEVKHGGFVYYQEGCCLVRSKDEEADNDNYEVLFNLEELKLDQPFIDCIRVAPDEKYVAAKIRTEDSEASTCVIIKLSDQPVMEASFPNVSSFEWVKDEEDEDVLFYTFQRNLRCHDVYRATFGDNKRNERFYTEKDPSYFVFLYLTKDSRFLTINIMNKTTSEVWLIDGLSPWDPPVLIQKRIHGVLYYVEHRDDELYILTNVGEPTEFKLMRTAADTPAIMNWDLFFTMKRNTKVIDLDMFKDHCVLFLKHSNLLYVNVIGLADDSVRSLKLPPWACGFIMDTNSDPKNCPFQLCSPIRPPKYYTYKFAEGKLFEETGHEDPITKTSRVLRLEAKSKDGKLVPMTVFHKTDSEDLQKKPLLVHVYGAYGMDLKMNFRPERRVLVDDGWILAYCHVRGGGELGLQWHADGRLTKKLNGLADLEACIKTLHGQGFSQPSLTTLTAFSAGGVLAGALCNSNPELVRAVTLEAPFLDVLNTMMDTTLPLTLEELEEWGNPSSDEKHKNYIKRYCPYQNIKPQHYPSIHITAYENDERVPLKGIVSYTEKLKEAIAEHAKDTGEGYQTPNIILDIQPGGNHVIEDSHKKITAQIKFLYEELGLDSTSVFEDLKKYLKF
Efflux pump mplx = antifungal efflux pump inhibition, Nile Red retention. S. cerevisiae Candida pump triplex. inhibition, % at 10 µM. 0.44% of 330,000 active;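 active = plate passing quality check with inhibition over a set limit, or well fluorescence over plate mean plus 4 SD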;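 also: Nile Red retained in pooled yeast measured as flow cytometry median fluorescence; 0% = buffer negative control and 100% = Enniatin B positive control; higher means more Nile Red kept so more efflux inhibition; some compounds called inactive have numbers as strong as hits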
TPT1 inhibitor = C. albicans TPT1 enzyme inhibition. recombinant caTPT1, FP RNA substrate dephosphorylation. inhibition, % at 5 µM. 0.81% of 300,000 active;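 active = inhibition above the mean of all tested compounds plus 3 SD, set per screening campaign, cut at about 24% in these data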;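 also: plate controls were DMSO alone for no effect and ferristatin control at 100 nM for full effect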
ZTA counter = blocks Epstein-Barr virus ZTA, an EBNA-1 counter-screen. P03206. ZTA-DNA binding, fluorescence polarization. inhibition, % at 11 µM. 0.15% of 320,000 active; in the data active = inhibition above about 33%
core dimer inh = blocks dimerization of HCV core protein; TR-FRET GST/Flag-core106 dimerization, 1536-well; inhibition, % at 5 µM; 0.33% of 300,000 active; AID 1899;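 active = inhibition above the mean of all tested compounds plus 3 SD, set per screening campaign, cut at about 45% in these data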
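System: GST-tagged and Flag-tagged HCV core protein residues 1-106 / Input: core106 proteins, GST 13.5 nM and Flag 17 nM / Buffer or medium: KF-containing HEPES buffer, pH 7.45, DTT, CHAPS, BSA / Probe or stimulus: Eu-anti-GST and XL665-anti-Flag labelled anti-tag antibodies / Schedule: 4 h, 22.5 °C incubation / Technique: TR-FRET 671 and 617 nm emission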
PP5 primary = inhibitors of human protein phosphatase 5 (PP5) | P53041 | purified PP5c, OMFP substrate fluorescence | inhibition, % at 6.7 µM | 0.18% of 320,000 active | AID 1987;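 active = inhibition above the campaign's mean inhibition across all tested compounds plus 3 SD, cut at about 9.5% in these data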;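 also: 0% = DMSO only and 100% = 100 µM cantharidin control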
CTSL1 counter = counter-screen for PFM18AAP inhibitors: inhibitors of F. hepatica cathepsin L1 | 0.49% of 300,000 active | recombinant F. hepatica cathepsin L1, Z-Leu-Arg-MCA fluorescence | inhibition, % at 5.96 µM;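 active = inhibition above the mean of all tested compounds plus 3 SD, set per screening campaign, cut at about 17% in these data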;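 also: 0% = plate median of test compound wells and 100% = 1 µM Z-Phe-Ala-diazomethylketone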
PP1 counter = blocks human PP1-alpha phosphatase, a PP5 counter-screen; inhibition, % at 6.7 µM; P62136; purified PP1alpha, OMFP fluorescence; 0.9% of 320,000 active;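 active = inhibition above the mean inhibition of all tested compounds plus 3 SD, computed separately for each screening campaign, cut at about 15% in these data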
EBNA-1 inh = blocks EBNA-1 binding to DNA; inhibition, % at 14.8 µM; 0.34% of 300,000 active; AID 1950; EBNA-1 DNA binding, fluorescence polarization; in the data active = inhibition above about 28%
Active calls of the source: *; . = not tested or not shown.

SMILES,PREPL inh,Efflux pump mplx,TPT1 inhibitor,ZTA counter,core dimer inh,PP5 primary,CTSL1 counter,PP1 counter,EBNA-1 inh
Cc1ccc(N2C(=O)[C@@H]3Cc4ccccc4CN3C2=O)cc1,9.9,-0.2,-1.1,4.0,0.9,-1.3,-0.3,-2.4,5.7
CC1CCCC(C)N1CCCNC(=O)C1CCCN(c2ncnc3c2nc2n3CCCCC2)C1 (stereo not given),27.6,0.5,3.0,-6.6,-2.8,1.2,1.2,0.0,-9.8
O=C(/C(=C/c1ccccc1Cl)c1ccccc1)N1CCOCC1,7.4,0.5,2.4,-2.1,-5.0,3.7,1.7,2.7,9.3
CC(OC(=O)c1ccc(Cl)c(S(=O)(=O)N2CCOCC2)c1)C(=O)Nc1ccc(S(N)(=O)=O)cc1 (stereo not given),3.8,-0.2,-2.1,5.8,3.2,2.5,-19.9,-4.1,4.3
CC1=C(C(=O)Nc2ccccn2)C(c2ccc(F)cc2)n2ncnc2N1 (stereo not given),1.7,-0.1,8.5,-6.1,1.2,-0.7,1.0,-2.9,-4.2
Cc1ccc2nc(C)cc(N/N=C/c3cccnc3)c2c1,11.6,0.6,-2.8,-0.5,-4.2,2.2,3.4,-2.5,-5.0
Cc1ccc(C)c(NC2=NCC(=O)N2C2CCCCC2)c1,-9.2,0.1,-2.3,7.4,-2.7,0.5,0.4,5.8,-1.5
CCCOc1ccc(-c2c(C(=O)N/N=C/C3CCCCC3)nnn2-c2nonc2N)cc1,-5.6,-0.1,-5.3,7.2,3.3,-0.1,1.3,-1.7,-0.7
CN(C(=O)NC(=O)C1=C(N2CCOCC2)/C(=C/c2ccccc2)CC1)S(C)(=O)=O,8.4,-0.1,1.1,-0.4,5.4,1.3,3.1,1.2,9.0
O=C(Nc1ccc(NC(=O)c2ccccn2)cc1)C(=O)Nc1ccc2c(c1)OCCO2,4.2,0.0,0.1,8.2,4.1,1.6,3.5,-2.8,-5.0
COc1ccc(C(=O)N2CCN(C3CCN(Cc4ccccc4)CC3)CC2)cc1OC,7.7,0.1,1.0,11.0,-4.3,2.4,7.0,0.1,-0.9
O=C(NCCSc1ccccc1)c1ccccc1Cl,10.4,0.2,-2.1,-16.6,-6.0,2.1,1.6,1.4,-5.8
COc1ccc(OC)c(S(=O)(=O)N2CCC(C(=O)Nc3cc(C)ccc3C)CC2)c1,10.8,-0.2,3.6,2.6,-2.8,1.9,2.5,-2.9,2.2
COc1ccc2c(c1)NC1(O)c3ccccc3C(=O)C21O (stereo not given),17.0,0.1,0.9,18.3,-2.9,-0.9,-0.2,-0.3,7.3
O=C(NCc1ccncc1)c1ccc(Br)o1,6.7,-0.1,-3.7,-1.5,3.2,-0.5,-0.2,1.9,-6.7
COc1ccc(-c2nc3ccccc3o2)cc1NC(=O)CSc1ccc(Cl)cc1,6.4,0.0,-3.1,-0.6,-1.7,0.8,0.1,-2.2,8.8
COc1ccc(CN(C)S(=O)(=O)c2nnc(NC(=O)c3ccccc3Br)s2)cc1,-5.3,-0.1,-1.9,22.8,23.7,-0.6,0.0,-3.7,8.9
Cc1cccc(N(C(=O)Nc2ccccc2)C2=NCC(C)S2)c1 (stereo not given),-2.3,-0.1,-3.4,-1.3,-2.6,-1.1,-2.0,-1.7,6.5
CC1CN(S(=O)(=O)c2ccc(NC(=O)c3cc(-c4ccccc4O)n[nH]3)cc2)CC(C)O1 (stereo not given),0.8,-0.1,-3.6,10.7,5.9,5.5,2.4,2.6,-2.9
CCN1CCc2c(OCC(=O)N3CCc4ccccc43)cccc2C1=O,39.8,0.0,-0.1,8.3,-4.6,0.5,-3.2,0.7,-6.2
CCN(CC)C(=O)c1ccc(S(=O)(=O)Cc2ccc(C)cc2)c([N+](=O)[O-])c1,-3.6,-0.1,-0.7,17.2,-2.0,-2.6,0.8,-5.9,16.6
COc1cccc(C2C(C(=O)c3sc(C)nc3C)=C(O)C(=O)N2CCN2CCOCC2)c1 (stereo not given),12.8,-0.2,-1.6,-1.7,-3.1,-2.1,-2.2,-1.9,-4.2
Cc1ccc(OCC(=O)Nc2cccc(C)n2)c(C)c1,4.1,0.2,-5.4,-2.1,-3.8,-2.1,-6.5,-4.1,-7.7
COc1ccc(NS(=O)(=O)c2cccc(C(=O)NNC(=O)c3ccc(C)o3)c2)cc1,-1.6,-0.1,.,3.6,.,0.2,.,0.1,.
COc1ccc(C(C(=O)NC(C)(C)C)N(CCc2ccc(OC)c(OC)c2)C(=O)CCC(=O)Nc2cc(C)on2)cc1 (stereo not given),0.4,0.0,-2.7,-5.0,4.6,0.9,1.3,-2.7,0.1
O=C(Cn1nnc(-c2cccs2)n1)N1CCc2ccccc2C1,-23.6,-0.1,-2.6,21.2,3.1,1.4,-1.7,-6.0,14.7
N#Cc1ccc(Cl)cc1NC(=O)COC(=O)c1ccc2c(c1)OCCO2,-4.8,-0.1,-0.1,5.9,8.7,1.5,2.0,4.2,-5.9
CCOC(=O)C1CCN(c2c(-c3ccccc3)c3cc(Cl)ccc3[nH]c2=O)CC1,7.7,-0.2,-2.3,-3.5,-3.2,0.2,3.6,-0.4,0.9
CCn1cc(C2=NOC(C(=O)Nc3cc(C)nn3-c3ccccc3)C2)c(C)n1 (stereo not given),7.2,-0.1,-0.1,1.2,2.6,1.2,0.8,-1.4,-8.2
COCC(=O)N(Cc1cc2cc(C)ccc2[nH]c1=O)c1ccccc1,-3.2,0.0,-0.3,-9.9,0.5,0.8,2.4,0.2,1.1
O=C(O)CCCCCN1C(=O)C(O)=C(C(=O)/C=C/c2ccccc2)C1c1cccc([N+](=O)[O-])c1 (stereo not given),-10.4,0.4,1.1,9.3,4.0,-0.8,-1.4,1.3,-1.0
CCOC(=O)COc1cc(Br)c(/C=N/Nc2ccccc2)cc1OC,8.3,-0.1,-0.2,4.5,5.2,2.5,1.9,1.1,6.0
CC(C)(C)OC(=O)NCc1ccc(CNC(=O)c2[nH]cnc2C(=O)NC2CCN(C(=O)OC(C)(C)C)CC2)cc1,2.4,0.1,.,3.7,.,6.7,.,3.3,.
CCOC(=O)C1CCCN(C(=O)CCn2nnnc2CN2CCOCC2)C1 (stereo not given),4.1,0.3,-3.0,2.0,-11.4,-4.3,-3.2,-3.9,-11.5
COc1cc(C(=O)Nc2ccc3c(c2)Cc2cc(NC(=O)c4cc(OC)c(OC)c(OC)c4)ccc2-3)cc(OC)c1OC,8.3,0.3,6.2,3.2,11.4,1.9,-2.4,2.4,-0.9
Cc1ncc([N+](=O)[O-])n1CC(=O)Nc1ccc(OC(F)(F)Cl)cc1,-1.2,0.0,1.6,-5.8,4.4,2.7,2.4,0.8,-5.3
COc1ccc(Nc2nc(N3CCOCC3)nc(N3CCOCC3)n2)c(OC)c1,14.6,-0.4,-1.4,-0.8,-21.5,1.9,2.3,-3.5,0.6
CCOc1ccc(S(=O)(=O)N2CCCC(C(=O)NCc3ccccn3)C2)cc1Cl (stereo not given),1.0,-0.1,1.4,12.0,0.3,-3.8,4.6,0.7,1.3
N#C/C(=C1\C(=O)Nc2c(Cl)cc(Cl)cc21)c1nnc2n1CCCCC2,-0.4,0.0,0.5,-14.9,-9.3,2.4,-1.4,1.5,-3.5
O=C(Nc1nnc(-c2ccccc2SCc2ccccc2F)s1)Nc1ccccc1F,0.9,0.6,-2.1,-6.3,4.8,1.8,-0.8,-0.5,-6.7
O=C(N/N=C/C=C\c1ccccc1)c1cnccn1,14.1,0.0,-2.3,-2.4,-0.8,1.3,2.0,-1.2,-6.8
COc1ccc(C(=O)NC2CCN(CC(=O)NC3CCCCC3)CC2)cc1,0.3,-0.1,1.9,0.4,-3.0,-0.3,1.4,-4.7,0.4
Cc1[nH]nc2nc(SCC(=O)NCCC3=CCCCC3)n(-c3ccc(Br)cc3)c(=N)c12,0.4,0.1,-2.3,-11.8,13.1,0.9,0.0,14.4,-1.6
Oc1ccc(/C=N/Nc2cccc(Cl)n2)c(O)c1,8.0,0.2,0.2,-2.0,-11.1,5.0,0.0,1.9,-4.3
NCC12CC3CC(C1)CC(CN)(C3)C2,10.2,0.0,-5.1,-15.0,-6.0,-1.0,-2.1,-5.2,-1.1
COc1cccc(C2C(C(=O)c3ccc(C)o3)=C(O)C(=O)N2CCN2CCOCC2)c1 (stereo not given),14.7,0.1,7.4,-5.0,-10.6,-1.4,-3.3,2.4,-7.6
Cc1cc(C)c(NC(=S)NCCO)c(C)c1,-2.8,0.1,-2.3,-9.7,3.7,3.7,-1.1,0.0,6.3
Fc1cc(F)c2nc(N3CCOCC3)sc2c1,-12.2,0.2,2.8,-8.2,-6.8,3.1,-3.7,2.7,-0.6
O=C(COC(=O)C1CC(=O)N(c2ccc3c(c2)OCCO3)C1)NC1CCCc2ccccc21 (stereo not given),3.3,-0.1,-3.7,-1.2,-0.4,0.7,-29.2,-0.7,6.0
C=C(C)C(=O)NC1=NN(c2ccccc2)C(=O)C1,-1.1,0.1,0.0,-6.0,26.7,2.9,-2.5,3.5,0.9
CC(=O)Nc1ccc(SCC(=O)Nc2ccccc2-c2ccccc2)cc1,-3.1,0.2,2.4,-7.3,-2.2,-1.8,-0.5,-3.0,-5.5
C=CCN(CC=C)c1ccc(N2C(=O)C3CCCCC3C2=O)cc1[N+](=O)[O-] (stereo not given),-3.8,-0.1,-2.2,6.7,3.7,1.8,3.4,0.7,2.6
COc1ccc(CCNC(=O)CCS(=O)(=O)c2ccc3nc(C)sc3c2)cc1OC,5.0,0.0,-1.8,-2.3,-23.3,-0.3,-4.7,-0.9,10.8
Cc1ccc(S(=O)(=O)NCC(=O)NCCc2c[nH]c3ccccc23)cc1C,12.4,0.1,0.5,3.8,9.7,1.4,0.8,-1.3,5.7

The list is partial. The share of hits here may be higher or lower than overall.
